Source: PubChem BioAssay
FBW7 act = activators of human E3 ligase FBW7; normalized activity (activation), % at 26.1 µM; Q969H0; AlphaScreen FBW7–phospho-cyclin E peptide binding, activator screen; 0.13% of 650,000 active; in the data active means normalized activity above about 1.9%;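 further: purified mutant Fbw7 with reduced substrate affinity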
MITF inh = human MITF inhibition, primary screen | O75030 | AlphaScreen MITF homodimerization, bead proximity signal | inhibition, % at 2.6 µM | 0.91% of 650,000 active | AID 1259374; in the data active means inhibition above about 50%;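 further: 0% = vehicle wells with protein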
Target sequence (O75030 whole entry, looked up): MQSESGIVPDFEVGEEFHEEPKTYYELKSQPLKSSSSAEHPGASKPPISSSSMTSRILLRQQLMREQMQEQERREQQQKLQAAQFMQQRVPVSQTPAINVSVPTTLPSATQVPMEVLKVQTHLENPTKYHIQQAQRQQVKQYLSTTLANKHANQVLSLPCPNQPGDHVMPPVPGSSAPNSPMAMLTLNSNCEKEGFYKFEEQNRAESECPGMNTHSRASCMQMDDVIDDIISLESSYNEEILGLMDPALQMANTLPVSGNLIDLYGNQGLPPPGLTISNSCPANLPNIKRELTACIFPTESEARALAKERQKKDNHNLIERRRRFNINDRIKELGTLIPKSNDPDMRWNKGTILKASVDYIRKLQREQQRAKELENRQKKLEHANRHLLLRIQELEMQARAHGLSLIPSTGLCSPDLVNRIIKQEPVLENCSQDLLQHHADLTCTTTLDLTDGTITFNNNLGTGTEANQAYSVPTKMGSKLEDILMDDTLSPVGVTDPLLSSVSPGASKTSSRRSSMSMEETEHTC
TEAD-YAP inh = TEAD-YAP interaction inhibition | inhibition, % at 9.12 µM | 1.4% of 640,000 active | HEK-TIYL cells, TEAD-Gal4/YAP UAS-luciferase luminescence; in the data active means inhibition above about 32%;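 further: 0% = median of test compound wells and 100% = reference inhibitor wells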
GPR151 activ = activates the human receptor GPR151; activation, % at 11.2 µM; AID 1508602; PathHunter beta-arrestin GPR151 cells, luminescence; 1% of 650,000 active; Q8TDV0; in the data active means activation above about 4.9%;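 further: 0% = median of compound wells and 100% = cells with positive control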
Target sequence (Q8TDV0 whole entry, looked up): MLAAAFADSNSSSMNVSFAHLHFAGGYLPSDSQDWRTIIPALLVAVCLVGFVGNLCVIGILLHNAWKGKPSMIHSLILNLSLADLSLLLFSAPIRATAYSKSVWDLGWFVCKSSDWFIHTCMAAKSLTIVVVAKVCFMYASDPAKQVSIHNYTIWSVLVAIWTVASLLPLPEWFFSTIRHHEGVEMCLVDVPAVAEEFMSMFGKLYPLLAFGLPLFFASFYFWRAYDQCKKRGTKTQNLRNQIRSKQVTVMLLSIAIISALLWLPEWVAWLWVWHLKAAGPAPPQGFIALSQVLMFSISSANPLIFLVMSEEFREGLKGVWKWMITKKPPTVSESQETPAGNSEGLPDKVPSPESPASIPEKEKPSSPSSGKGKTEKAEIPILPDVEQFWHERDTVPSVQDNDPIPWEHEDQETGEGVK
* marks the source's active call; other numbers are inactive results. An unsorted share of the library; overall some 3.4% were active at least once.

Start of the listing, in advance, 4 compounds:
SMILES	FBW7 act	MITF inh	TEAD-YAP inh	GPR151 activ
O=C(CCSc1ccc(Cl)cc1)Nc1ccc(S(=O)(=O)N2CCOCC2)cc1	0.8	-9.3	13.0	0.4
CCC(c1nnnn1Cc1ccccc1)N1CCN(c2ccccc2OC)CC1 (centres undefined)	-0.1	5.7	5.0	0.3
CCOC(=O)N1CCc2c(sc3c2c(=O)n(-c2ccc(F)cc2)c(=O)n3C)C1	-0.1	4.3	-6.3	1.3
CCN(CC)C(=O)c1ccc2c(=O)n(CCc3ccccc3)c(SCC#N)nc2c1	0.1	-1.5	7.7	-0.4

All compounds of this part, repeating the preview:
SMILES	FBW7 act	MITF inh	TEAD-YAP inh	GPR151 activ
O=C(CCSc1ccc(Cl)cc1)Nc1ccc(S(=O)(=O)N2CCOCC2)cc1	0.8	-9.3	13.0	0.4
CCC(c1nnnn1Cc1ccccc1)N1CCN(c2ccccc2OC)CC1 (centres undefined)	-0.1	5.7	5.0	0.3
CCOC(=O)N1CCc2c(sc3c2c(=O)n(-c2ccc(F)cc2)c(=O)n3C)C1	-0.1	4.3	-6.3	1.3
CCN(CC)C(=O)c1ccc2c(=O)n(CCc3ccccc3)c(SCC#N)nc2c1	0.1	-1.5	7.7	-0.4
CC(=O)c1ccc(NC2=NS(=O)(=O)c3cc([N+](=O)[O-])ccc32)cc1	0.2	20.1	-12.1	-0.9
C=COCCNC(=O)C(=O)Nc1ccc(OCCCCC)cc1	0.1	-12.1	6.8	1.9
O=C(CCn1nc(-c2ccccc2)ccc1=O)NC1CCCCC1	0.1	-3.6	-2.7	-0.2
COc1ccc(C(=O)N2c3ccccc3CC2C)cc1OC (centres undefined)	-0.1	-0.6	-0.5	6.4*
CCOC(=O)c1cc(S(=O)(=O)N2CCN(c3ccccc3F)CC2)cn1C	-0.5	-6.6	-2.4	4.5
COc1ccc2cc(CN(CC3CCCO3)C(=O)Nc3ccc(F)cc3)c(=O)[nH]c2c1 (centres undefined)	-0.1	0.2	8.2	-0.9
COc1ccc(C2(CC(=O)N(C)Cc3nc4ccccc4[nH]3)CC(=O)N(C3CC3)C2=O)cc1 (centres undefined)	0.1	-3.1	3.7	-0.8
COC(=O)c1c(OCCCN(C)C)cc(=O)n2c1CCN(C(=O)CC(C)(C)C)CC2	-0.1	-1.2	7.0	2.0
COc1ccc(-c2csc(C(=O)O)c2)cc1	-0.1	13.5	-19.7	-10.3
CCOC(=O)c1[nH]c(C)c(C(=O)c2c(F)cccc2Cl)c1C	0.2	-5.0	2.3	-1.5
CCOC(=O)C1=CN(c2ccc(F)cc2)C=C(C(=O)OCC)C1c1ccccc1F	0.1	-7.8	-6.9	0.8
O=C(Nc1ccnn1C1CCN(C(=O)c2ccc(F)c(Cl)c2)CC1)C1CC1	0.0	-5.6	-5.1	3.0
O=C(CS(=O)(=O)c1ccccc1)N(c1ccccc1)c1ccccc1	-0.2	11.9	15.2	0.6
O=C(CN1CCCCC1)Nc1c2c(nc3ccccc13)CCCC2	-0.2	65.7*	4.3	0.6
COCCNC(=O)C(=O)Nc1nccs1	-0.2	5.5	-3.0	1.6
Cc1ccc(NC(=O)ON=C2CCCC2)cc1	-0.1	-0.3	-59.9	0.8
NNC(=S)NC(=O)C12CC3CC(CC(C3)C1)C2	0.4	14.3	2.5	0.0
CCn1c(CC(=O)Nc2ccc(C)cc2)nnc1SCC(=O)NCCc1ccccc1	0.0	10.9	8.6	2.0
COc1ccc2cc3c(N)c(C(=O)NC4CCCC4)sc3nc2c1	0.1	5.8	-17.1	0.7
CCN(CC)C(=O)c1sc(NC(=O)c2nc3ncccn3n2)c(C(=O)OC)c1C	0.0	-6.7	7.2	-0.9
CCOc1ccccc1-n1c(=S)sc2c(=O)n(-c3ccccc3F)c(SCC(=O)N3CCCC3)nc21	-0.1	-16.2	7.7	1.2
Remaining list, next part
SMILES	FBW7 act	MITF inh	TEAD-YAP inh	GPR151 activ
NC1=NC(=O)S/C1=C\c1ccc(O)cc1	0.1	9.4	9.8	-3.8
Cc1oc(-c2ccc3c(c2)OCCO3)cc1C(=O)NC(Cc1ccccc1)C(=O)O (centres undefined)	0.6	4.9	-0.8	-1.0
O=C(Nc1ccc(Oc2ccccc2)cc1)c1cnc(N2CCOCC2)s1	-0.1	-1.6	2.5	1.8
COc1ccc(C(c2nnnn2Cc2ccccc2)N2CCC(C)CC2)cc1 (centres undefined)	-0.1	-10.6	2.7	-0.5
CCC(=O)NC(=S)Nc1ccc(O)cc1	0.2	12.1	-1.0	0.1
CCCC12CN3CC(C)(CN(C1)C3C(O)C(O)C(O)CO)C2=O (centres undefined)	-0.1	-2.2	0.8	0.7
COc1ccc(C)cc1NC(=O)CSc1cc(=O)n(C)c2ccc(Cl)cc12	-0.2	3.7	11.3	0.3
COc1cc(/C=c2\sc3nc(-c4ccc(Cl)cc4)nn3c2=O)ccc1OCCC(C)C	-0.2	16.8	-3.1	0.7
CCOC(=O)c1c(NC(=O)c2ccc(OC)cc2)sc2c1CCC(C#N)(c1ccccc1)C2 (centres undefined)	0.1	10.7	-1.0	-1.2
NCCCC[C@@H]1NC(=O)[C@H]2CN(Cc3ccc(Cl)cc3)CCN2C1=O	0.0	7.8	3.3	-0.7
CCN(CC)C(=O)c1cc(Cl)ccn1	-0.1	1.2	7.3	0.1
O=S(=O)(Nc1cccc(Cl)c1)c1cnc[nH]1	-0.1	-21.0	0.6	-0.4
CS(=O)(=O)Nc1cccc(C(=O)OCC(=O)c2cccs2)c1	0.0	-3.8	-38.9	1.9
CCOC(=O)c1ccccc1NC(=O)Cn1nnc(C(=O)OC)c1C(=O)OC	0.8	16.6	4.7	0.6
CCN1C(=O)CC(c2ccccc2)Sc2ccccc21 (centres undefined)	0.2	5.5	-4.3	-0.9
OCCN1CCOCCOCCOCCOCCOCC1	0.0	-10.3	-9.5	-0.1
COc1ccc(CC(C(=O)Nc2ccc(OC)cc2)c2nn[nH]n2)cc1 (centres undefined)	0.0	4.0	18.1	-0.1
Cc1cc(C)n(-c2ccc(C(=O)Nc3cc(C(N)=O)cc(C(N)=O)c3)cc2)n1	-0.1	-5.4	3.1	-2.0
O=c1[nH]c2ccccc2n1CCCN1CCCCC1	0.0	-4.7	-2.4	0.8
CCC(C)NC(=O)c1sc2nc3ccc(C)cc3cc2c1N (centres undefined)	-0.1	11.8	-4.8	0.7
CCOC(=O)/C(=C\N1CCc2ccccc2C1)C(C)=O	0.1	-5.6	11.0	1.3
CC(C)(C)c1ccc(C2=NC(C)(C)N(CC(=O)Nc3ccc(F)c(F)c3)C2=O)cc1	0.4	2.7	7.0	-2.3
Cc1ccc(S(=O)(=O)Nc2nc(C)cs2)cc1	-0.1	1.1	-0.2	1.1
O=C(NCCCO)/C(=C/c1ccc(Cl)cc1)NC(=O)c1ccccc1	0.2	16.5	6.1	-2.4
O=C1CNc2cc(-c3ccncc3)cnc2N1	0.2	20.7	2.9	0.0

Full records as entered above. Order of values: FBW7 act, MITF inh, TEAD-YAP inh, GPR151 activ
O=C1CNc2cc(-c3ccncc3)cnc2N1 is listed with 0.2, 20.7, 2.9, 0.0
COc1ccc(C)cc1NC(=O)CSc1cc(=O)n(C)c2ccc(Cl)cc12 is listed with -0.2, 3.7, 11.3, 0.3
CS(=O)(=O)Nc1cccc(C(=O)OCC(=O)c2cccs2)c1 is listed with 0.0, -3.8, -38.9, 1.9
Cc1oc(-c2ccc3c(c2)OCCO3)cc1C(=O)NC(Cc1ccccc1)C(=O)O (centres undefined) is listed with 0.6, 4.9, -0.8, -1.0
CCOC(=O)c1c(NC(=O)c2ccc(OC)cc2)sc2c1CCC(C#N)(c1ccccc1)C2 (centres undefined) is listed with 0.1, 10.7, -1.0, -1.2

Further entries.
SMILES	FBW7 act	MITF inh	TEAD-YAP inh	GPR151 activ
O=C(Cn1[nH]c(=O)c2ccccc2c1=O)Nc1nc2c(ccc3ccccc32)s1	0.0	-6.7	-0.9	2.3
NS(=O)(=O)c1ccc(CCNC(=O)c2ccc(Cn3c(=S)[nH]c4ccc(Br)cc4c3=O)cc2)cc1	-0.1	-10.9	-4.3	1.4
N#Cc1c(-c2ccccc2)c(C#N)c(=O)n(N)c1N	0.2	16.6	9.0	0.4
O=C(NCc1cccc2ccccc12)c1ccc(Oc2ccccc2)cc1	0.1	1.0	1.9	-0.8
CCOC(=O)COc1ccc(S(=O)(=O)NCCc2ccccc2)cc1	0.0	4.1	7.6	-0.3
Clc1ccc(C(c2nnnn2CC2CCCO2)N2CCN(c3ccccc3)CC2)cc1 (centres undefined)	0.5	5.6	-2.1	0.0
COc1ccccc1Cn1c(=S)[nH]c2cc(C(=O)N(C)CCc3ccccn3)ccc2c1=O	0.0	9.8	16.9	0.0
NC(=O)CSC1=Nc2ccccc2C2=NC(Cc3ccccc3)C(=O)N12 (centres undefined)	-0.2	5.1	2.0	0.9
Cc1c(Cl)cn2c(=O)cc(CNc3cc(Cl)cc(Cl)c3)nc2c1Cl	-0.1	4.7	-2.9	2.6
COc1ccc(CN2CCN(Cc3ccccc3[N+](=O)[O-])CC2)c(OC)c1	0.2	52.2*	-3.6	-1.4
Cc1cc(OCCn2cc(C(=S)N3CCOCC3)c3ccccc32)ccc1Cl	-0.3	4.7	-34.2	-1.1
O=C(CC(c1ccccc1)c1ccccc1O)NCC1(c2ccccc2)CCOCC1 (centres undefined)	0.1	9.6	-0.7	-0.1
O=C(CCSc1ccccc1)Nc1ccc(Cl)c(Cl)c1	0.0	0.0	-4.4	-0.1
COc1ccc2nc(C)cc(Nc3cccc(O)c3)c2c1	-0.1	7.0	18.3	1.0
CCOc1ccccc1N/C(SCc1cccc([N+](=O)[O-])c1)=C(/C#N)C(=O)NCc1cccs1	-0.2	9.5	-4.6	0.3
Cc1ccc(S(=O)(=O)Oc2ccccc2/C=N/NC(N)=S)cc1	-0.1	-7.3	60.5*	2.8
C=CCn1c(NC(=O)c2ccc(Br)o2)c(C#N)c2nc3ccccc3nc21	0.1	1.7	3.5	-0.1
Cc1ccc(-c2ccc(SCC(=O)NCc3ccco3)nn2)cc1	-0.1	-2.2	-12.6	-0.6
CC(=O)C1=C(C)Nc2ncnn2C1c1cccs1 (centres undefined)	0.1	3.0	-0.1	-0.2
CCC(=O)Nc1ccc(C(=O)Nc2ccc(S(=O)(=O)N3CCCCC3)cc2)cc1	0.1	-1.6	6.6	1.3
NS(=O)(=O)c1ccc(CCNC(=O)CSc2nc(NCC3CCCO3)c3ccccc3n2)cc1 (centres undefined)	-0.1	-3.8	8.1	0.5
Cc1nn(-c2ccccc2)c(-n2cccc2)c1C(=O)NC1CC1	0.3	8.1	-2.4	-1.6
O=[N+]([O-])c1cc(Nc2nc(-c3ccccc3Cl)nc3ccccc23)cc(Oc2ccc(F)cc2F)c1	0.4	11.2	6.2	-0.3
CCN(CC)S(=O)(=O)c1cc(C(=O)O)c(Cl)cc1Cl	-0.1	-7.0	-9.4	-0.5
COCCNC(=S)NC(=O)c1ccco1	0.0	0.2	4.2	0.5
(continued)
SMILES	FBW7 act	MITF inh	TEAD-YAP inh	GPR151 activ
O=C(Nc1ccc(C(F)(F)F)cc1[N+](=O)[O-])c1ccccc1	0.1	21.4	4.5	-0.1
CC(C)CC(=O)NC(NC(=O)CC(C)C)c1ccc(Br)cc1	0.1	15.8	2.4	-0.9
O=C(CN1C(=O)C2C3CC(c4ccccc4)C(C3)C2C1=O)Nc1ccc(Cl)c(Cl)c1 (centres undefined)	0.0	6.4	-1.2	0.3
O=C(/C=C/c1cccc(F)c1)N1CCc2ccccc21	0.6	0.8	24.3	-1.8
CCCCCCn1c(SCC(N)=O)nc2c1c(=O)n(C)c(=O)n2C	0.0	3.8	-5.2	0.5
CCCn1c(C(O)c2ccc3c(c2)OCO3)nc2ccccc21 (centres undefined)	0.0	-13.7	4.8	-1.4
COc1cc(C(c2c(C)[nH][nH]c2=O)c2c(C)[nH][nH]c2=O)cc(Cl)c1OCC(=O)O	-0.1	2.0	-3.5	0.2
COc1cc(OC)cc(-c2cc(N)n(S(=O)(=O)Cc3ccccc3)n2)c1	0.1	7.5	4.5	3.0
Cc1ccc(C)c(C(=O)C(C)OC(=O)c2cccn2C)c1 (centres undefined)	0.0	9.2	5.4	-1.2
CCC1=NN(C(=O)c2ccc(OC)cc2)C(O)(c2ccncc2)C1 (centres undefined)	-0.1	8.4	0.3	-0.5
Cc1cnc(-c2ccc(C(N)=O)cc2)nc1Nc1ccc(Oc2ccccc2)cc1	-0.1	4.6	16.2	0.1
CCOC(=O)c1c(NC(=O)CSc2nnc(CNC(=O)c3cc(OC)cc(OC)c3)n2-c2cccc(C)c2)sc2c1CCCC2	0.0	3.7	3.6	-0.9
COc1ccc(/C=C2/SC(=O)N(CC(=O)Nc3ccccc3O)C2=O)cc1	-0.1	1.4	-7.2	0.6
COc1ccc(C2=NN(S(C)(=O)=O)C(c3cc(OC)ccc3OC)C2)cc1 (centres undefined)	0.2	18.1	-2.9	-0.4
CCOc1ccc(NC(=O)CN(C)S(=O)(=O)c2ccc3c(c2)CCC(=O)N3)cc1	0.0	-16.1	0.1	-1.0
CC(C)=CCN1CCN(C/C=C/c2ccc(F)cc2)CC1CCO (centres undefined)	-0.1	2.6	12.8	0.8
O=C1CCCN1CCCNc1nc(Nc2nccc3ccccc23)nc2c1ncn2-c1ccccc1	-0.3	7.8	10.0	0.1
COc1cc(Br)c(Nc2nc(-c3cccnc3)cs2)c(Br)c1	0.8	8.4	-7.6	0.1
O=C(Nc1cccc(OC(F)(F)F)c1)c1cccs1	0.1	8.8	-0.2	0.0
CCN1CCN(CCN2C(=O)C3C(C(=O)Nc4cc(Cl)cc(Cl)c4)C4C=CC3(O4)C2C(=O)NC2CCCCC2)CC1 (centres undefined)	-0.1	4.6	9.5	0.3
CC(Oc1ccc(Cl)cc1Cl)c1nc(-c2ccc(NC(=O)c3ccco3)cc2)no1 (centres undefined)	-0.1	0.3	-73.1	-1.2
